hcDAF-12 act: H. contortus DAF-12 nuclear receptor activators, primary screen, cell-based, luminescence, HEK293, lit1-tk-luc reporter. AID 652067, 2013. HEK293 hcDAF-12 lit1-tk-luc reporter; 0% DMSO, 100% Δ7-dafachronic acid. actives 1.4% (n = 370,000). activation, % at 6.8 µM;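 active = activation above the mean of all tested compounds plus 3 SD, cut at about 5.5% in these data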;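 also: 100% = response to 3 µM Δ7-dafachronic acid high control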
PG9 binder: binders of HIV-1 gp120 antibody PG9, primary screen, biochemical, TR-FRET. HIV-1 gp120 / PG9 antibody interaction. TR-FRET gp120-PG9 antibody binding. inhibition, % at 6.7 µM. actives 0.43% (n = 360,000). AID 624416, 2012; in the data active = inhibition above about 8.5%
SMARCA2 activ: SMARCA2 (BRM) function activators, primary screen, cell-based, luminescence, high throughput | AID 652017, 2013 | actives 1% (n = 370,000) | MG213 cells, MMTV-luciferase reporter, dexamethasone, overnight | activation, % at 9.1 µM; in the data active = activation above about 7.8%;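 also: 0% = vehicle wells and 100% = reference activator wells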
ADAM10 inh: human ADAM10 inhibitors, primary screen, biochemical, QFRET, HTS; Disintegrin and metalloproteinase domain-containing protein 10 (Homo sapiens), O14672; recombinant ADAM10, EDANS/DABCYL FRET peptide cleavage, 3 h; inhibition, % at 7 µM; actives 0.62% (n = 370,000); AID 720582, 2013;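 active = inhibition above a per-campaign cutoff equal to the mean of compounds falling between control-based bounds plus 3 SD, cut at about 20% in these data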;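 also: 0% = DMSO wells while the 100% control is not disclosed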
DAX1 inh-1: DAX1 (NR0B1) inhibitors on StAR promoter, primary screen, cell-based, luminescence, SF-1 (NR5A1), full-length DAX-1; HEK293T StAR-luciferase reporter, SF-1/DAX-1 repression relief; inhibition, % at 6.8 µM; actives 1.1% (n = 370,000); AID 652010, 2013;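 active = inhibition above the mean over all tested compounds plus 3 SD, cut at about 3.6% in these data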;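 also: 0% = DAX-1 cells with DMSO and 100% = cells lacking DAX-1 with DMSO; higher inhibition means more luminescence from relief of DAX-1 repression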
GC-A act: GC-A stimulated cGMP production enhancers – HEK293 GC-A cells, cGMP TR-FRET, EC30 ANP, primary screen; activation, % at 10 µM; 0% at EC30 ANP, 100% saturating ANP; AID 1671463, 2021; Atrial natriuretic peptide receptor 1 (Homo sapiens), P16066; actives 0.14% (n = 370,000); in the data active = activation above about 40%
Target sequence (P16066 whole entry, looked up): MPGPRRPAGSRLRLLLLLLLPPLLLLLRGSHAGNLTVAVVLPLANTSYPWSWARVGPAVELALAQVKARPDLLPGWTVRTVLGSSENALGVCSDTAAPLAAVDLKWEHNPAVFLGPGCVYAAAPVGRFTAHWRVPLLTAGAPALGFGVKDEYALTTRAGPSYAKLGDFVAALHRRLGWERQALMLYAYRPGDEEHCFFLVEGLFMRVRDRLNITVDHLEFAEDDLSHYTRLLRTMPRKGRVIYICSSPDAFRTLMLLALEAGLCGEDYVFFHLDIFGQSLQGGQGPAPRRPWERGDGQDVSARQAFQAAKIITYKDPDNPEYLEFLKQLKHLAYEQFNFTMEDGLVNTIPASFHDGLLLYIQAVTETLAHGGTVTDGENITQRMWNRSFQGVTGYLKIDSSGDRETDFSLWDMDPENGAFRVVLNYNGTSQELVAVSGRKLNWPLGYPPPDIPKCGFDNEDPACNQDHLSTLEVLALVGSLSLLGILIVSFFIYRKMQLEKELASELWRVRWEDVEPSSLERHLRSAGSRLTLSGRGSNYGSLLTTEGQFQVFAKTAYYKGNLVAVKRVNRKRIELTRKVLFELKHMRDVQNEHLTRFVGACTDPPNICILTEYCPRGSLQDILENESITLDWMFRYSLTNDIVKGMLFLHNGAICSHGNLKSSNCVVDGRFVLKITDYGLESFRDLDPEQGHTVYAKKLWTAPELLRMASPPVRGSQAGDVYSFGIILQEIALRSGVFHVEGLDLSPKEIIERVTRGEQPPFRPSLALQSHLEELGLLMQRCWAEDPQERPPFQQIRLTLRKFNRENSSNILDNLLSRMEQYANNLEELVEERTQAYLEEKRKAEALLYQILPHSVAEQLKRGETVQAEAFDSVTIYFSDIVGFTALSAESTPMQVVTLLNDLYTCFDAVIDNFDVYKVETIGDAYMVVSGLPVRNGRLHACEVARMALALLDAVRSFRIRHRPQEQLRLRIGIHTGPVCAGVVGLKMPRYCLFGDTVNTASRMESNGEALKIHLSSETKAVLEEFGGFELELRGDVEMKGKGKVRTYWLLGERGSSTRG
FXN GAA850 act: FXN promoter activators, primary screen, cell-based, luciferase luminescence, HEK293 lucGAA850; HEK293 lucGAA850 FXN promoter luciferase reporter, 24 h; percent of 10 µM SAHA response; activation, % at 6 µM; actives 0.56% (n = 360,000);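 active = activation above the average of all compounds screened plus 3 SD, cutoff fixed separately per campaign, cut at about 7.5% in these data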;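 also: 0% = DMSO wells and 100% = 10 µM SAHA wells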
hgDAF-12 ag: H. glycines DAF-12 receptor agonists, primary screen, cell-based, luminescence, HEK293, GAL4 fusion, UAS-luciferase; HEK293 GAL4-hgDAF12 UAS-luciferase reporter, agonist luminescence; normalized to butyrate control; activation, % at 6.8 µM; actives 1.8% (n = 370,000); AID 687014, 2013;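 active = activation above a cutoff set at the mean of all screened compounds plus 3 SD, cut at about 10% in these data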;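 also: 0% = DMSO wells and 100% = sodium butyrate wells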
DAX1 inh-2: DAX1 (NR0B1) inhibitors, primary screen, cell-based, HEK293, Gal4-DAX1, luciferase luminescence | Nuclear receptor subfamily 0 group B member 1 (Homo sapiens), P51843 | HEK293 Gal4-DAX1 luciferase reporter | inhibition, % at 6.75 µM | actives 0.99% (n = 340,000) | AID 504766, 2011;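 active = inhibition above the mean over all tested compounds plus 3 SD, cut at about 4.2% in these data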;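 also: 0% = DAX1-transfected cells with DMSO and 100% = empty-vector control cells with DMSO; inhibition shows as a rise in luminescence from relieved DAX1 repression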
ssDAF-12 act: S. stercoralis DAF-12 nuclear receptor activators, primary screen, cell-based, luminescence, HEK293, GRIP1 co-expression, lit1-tk-luc; Nuclear hormone receptor DAF-12 (Strongyloides stercoralis); activation, % at 6.8 µM; HEK293 ssDAF-12/GRIP1 lit1-tk-luc reporter; % of 3 µM dafachronic acid response; actives 1% (n = 370,000);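 active = activation above the mean over all tested compounds plus 3 SD, cut at about 0.9% in these data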;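 also: 0% = DMSO-only wells and 100% = 3 µM delta7-dafachronic acid wells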
ADAM17 inh: ADAM17 inhibitors, primary screen, biochemical, QFRET | Disintegrin and metalloproteinase domain-containing protein 17 (Homo sapiens), P78536 | recombinant ADAM17, EDANS/DABCYL FRET peptide cleavage | inhibition, % at 6.95 µM | actives 0.83% (n = 370,000) | AID 720648, 2013;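 active = inhibition above the mean of compounds lying between control limits plus 3 SD, set per campaign, cut at about 8.5% in these data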;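 also: 0% = DMSO-only wells as the low control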
Numbers without * were called inactive; . = not tested or not shown; & = joins results of further samples. These rows are one share of the data; rates above refer to the full screens.

SMILES | hcDAF-12 act | PG9 binder | SMARCA2 activ | ADAM10 inh | DAX1 inh-1 | GC-A act | FXN GAA850 act | hgDAF-12 ag | DAX1 inh-2 | ssDAF-12 act | ADAM17 inh
CSCCC(N=Cc1c(O)n(-c2ccc(Br)cc2)c(=O)[nH]c1=O)C(=O)OC(C)(C)C (configuration not stated) | -0.5 | -3.4 | -3.5 | 8.5 | 0.2 | 3.4 | -1.2 | 1.2 | 2.7 | -1.1 | 1.9
CCOC(=O)C(NC(=O)C(Cc1ccc(N(CCCl)CCCl)cc1)NC(C)=O)C(C)C (configuration not stated) | -1.7 | 0.0 | -2.9 | -5.2 | 0.2 | 0.8 | 1.6 | -0.9 | -0.9 | -1.0 | -1.1
COc1ccc(CN2C(=O)NC(=O)/C(=C\c3cc(OC)c(OC)c(OC)c3)C2=O)cc1 | 2.6 | -1.8 | -1.7 | -7.4 | 0.4 | 2.7 | 1.7 | -1.5 | 0.2 | -1.4 | -3.2
COC(=O)C1=C(c2cccc(OCc3ccccc3)c2)C[C@@H]2CC[C@H]1N2C(=O)NCc1ccccc1 | -1.3 | -0.3 | 0.5 | 6.1 | 0.2 | -2.0 | -3.2 | -3.7 | 0.0 | -0.9 | 2.7
CC(=NCCC(c1ccccc1)c1ccccc1)c1c(O)n(C)c(=O)n(C)c1=O | 0.2 | 1.7 | -4.7 | -4.5 | 0.1 | 3.4 | 0.5 | -3.4 | -0.4 | 0.3 | -4.7
COC(=O)C1=C(c2cccc(OCc3ccccc3)c2)C[C@@H]2CC[C@H]1N2C(=O)NCCOc1ccc(OC)cc1 | -3.8 | -1.2 | -1.1 | 25.8* | -0.6 | -4.5 | -8.0 | -4.5 | -1.0 | -1.6 | 10.2*
CCOC(=O)C1(CCc2ccccc2)CCN(C2CCSCC2)CC1 | -0.6 | -0.2 | -1.9 | 1.1 | -0.2 | -2.3 | 3.9 | 1.4 | 0.0 | -1.5 | -1.1
O[C@@H]1CCCC[C@H]1N1CCC(c2ccccc2)CC1 | -2.0 | -3.8 | -6.0 | -10.2 | -0.3 | 4.6 | 1.8 | -1.5 | -0.5 | -1.6 | -5.5
CC1(C)CC(=O)CC(C)(C)N1O | -0.5 | -2.9 | -5.0 | 3.2 | -0.1 | -2.0 | -1.3 | -1.7 | 2.4 | -0.7 | 4.9
CCOc1cc(C2NCc3ccccc3-n3cccc32)ccc1OC (configuration not stated) | 2.7 | 1.3 | -1.8 | -2.9 | 0.6 | -48.2 | -1.4 | -2.8 | 0.5 | -1.3 | 1.5
C=CCN1C(=O)/C(=C/c2cc(C)n(-c3cccnc3)c2C)C(=O)NC1=S | -0.9 | -0.6 | -3.1 | -10.0 | -0.1 | 7.5 | 0.0 | 0.2 | -0.4 | -1.3 | -2.2
O=C(CCNS(=O)(=O)c1ccccc1)Nc1ccc(Cl)cc1C(=O)c1ccccc1 | -0.1 | 0.1 | -3.9 | -0.3 | -1.4 | -5.9 | -3.2 | 1.7 | -1.9 | -1.6 | -5.2
CCN1CCC2(CCNC2)C1 (configuration not stated) | 1.9 | -2.2 | 0.0 | 4.6 | 0.0 | 3.0 | 1.3 | 1.7 | 0.8 | -0.6 | -1.0
O=c1[nH]c(=S)n(C2CC2)c(O)c1/C=N/Nc1cccc2ccccc12 | 0.9 | -5.0 | -1.6 | -45.2 | -0.9 | -5.6 | 0.1 | 3.8 | -0.8 | -0.7 | -18.1
CN(C)C1(CNC(=O)Nc2ccc(Cl)c(Cl)c2)CCCCC1 | 0.9 | 1.6 | -2.2 | 2.2 | 0.1 | -9.2 | 0.8 | 0.6 | 1.6 | -0.4 | -1.5
CCOP(=O)(OCC)C(O)c1cccc([N+](=O)[O-])c1 (configuration not stated) | -0.9 | -0.4 | -0.3 | 3.6 | 0.4 | -0.1 | -1.8 | 0.1 | -1.0 | -1.5 | 0.7
CCN(CC)C(=O)c1ccc(NC(=O)COc2ccccc2F)cc1 | 0.1 | -0.4 | -2.4 | -0.9 | 0.5 | -1.4 | 3.2 | -1.7 | -0.7 | -1.0 | 2.1
Cc1cc(C=O)c(C)n1C1CC1 | 0.0 | 0.1 | -0.5 | 4.8 | 0.1 | -0.6 | -1.7 | -3.8 | -0.6 | -1.3 | 2.0
CC(=Nc1ccc2c(c1)CCC2)c1c(O)n(-c2ccccc2)c(=O)[nH]c1=O | 2.1 | 2.5 | -2.1 | 2.5 | -0.1 | 8.1 | -1.3 | -3.7 | -0.1 | -1.6 | -4.0
COC(=O)C1=C(c2ccc(F)cc2OCc2ccccc2)C[C@@H]2CC[C@H]1N2C(=O)NCc1ccccc1Br | -1.0 | -1.6 | -2.2 | 5.1 | -0.5 | -7.2 | -5.8 | 0.9 | 1.4 | -0.9 | -4.9
COc1ccc2[nH]cc(C(=O)CN(C)C)c2c1 | -0.5 | -0.3 | -0.8 | -6.9 | -0.8 | -0.5 | 0.3 | 1.6 | 2.4 | -0.1 | -1.4
O=C(C1CCCCC1)N1Cc2ccccc2-n2nncc2C1 | 1.1 | -1.8 | -0.2 | -7.3 | 0.9 | 2.9 | -0.4 | 1.3 | 0.7 | -0.5 | -1.5
CN1CCCN(C(=O)COc2ccccc2)CC1 | -0.2 | 0.6 | -1.4 | -9.1 | -0.9 | 0.3 | 0.6 | 2.3 | 0.6 | -1.1 | -3.8
C[n+]1c(-c2ccccc2)sc2ccccc21 | 2.2 | 0.5 | 0.1 | 8.3 | -0.1 | 6.7 | 0.6 | -1.1 | 1.3 | -1.9 | -2.0
c1ccc(CCNC2CCCCCC2)cc1 | 0.5 | -0.9 | -2.1 | 12.3 | 0.1 | -5.3 | -0.7 | -0.3 | 1.4 | -1.1 | -1.2
NP(=O)(OCC(F)(F)F)Oc1ccccc1 (configuration not stated) | -1.4 | -0.8 | -1.1 | -3.5 | 0.4 | 0.7 | 0.5 | 0.0 | 2.1 | -1.1 | -5.5
Cc1ccc(N2CCNCC2C)cc1 (configuration not stated) | -0.7 | 0.8 | -1.7 | -7.0 | -0.5 | 0.4 | -2.0 | 3.4 | 2.1 | -0.6 | -1.4
Cc1cccc(OP(=O)(Nc2cccnc2)Oc2cccc(C)c2)c1 | -3.5 | -3.1 | -1.0 | 5.3 | -0.6 | -17.5 | 0.6 | -4.3 | 0.7 | -1.5 | -0.1
CCCN1CCc2cc(O)cc3c2[C@H]1Cc1ccc(O)c(O)c1-3 | -0.5 | 6.0 | -4.1 | -54.7 | -1.2 | -3.4 | 0.3 | -2.3 | 1.1 | -0.9 | -22.6
Cc1cccc(-n2c(O)c(/C=N/Nc3nc4c(c(=O)n(C)c(=O)n4C)n3C)c(=O)[nH]c2=S)c1 | -2.4 | -14.2 | 1.3 | -6.5 | 0.4 | -2.8 | 0.3 | -3.8 | -0.9 | -1.3 | -3.3
c1ccc2c(c1)CN(Cc1ccc3c(c1)OCO3)Cc1cnnn1-2 | -1.2 | -0.2 | 4.9 | -2.9 | -0.3 | -1.9 | 0.2 | 1.0 | 0.9 | -0.9 | 3.6
COc1ccc2c(c1)C(c1ccc(N(CCCl)CCCl)cc1)=NCC2 | -1.4 | 0.1 | -5.5 | -0.8 | -2.3 | -6.0 | -1.8 | -2.8 | -2.4 | -0.9 | -1.9
O=C1CN=C(c2ccc(Cl)cc2)c2oc3ccccc3c2N1 | -0.7 | 0.5 | -1.9 | 1.9 | 0.0 | 1.5 | 2.6 | -1.6 | . | -1.7 | -0.3
COc1cc(C2c3cc4c(c(O)c3CC3COC(=O)C32)OCO4)cc(OC)c1OC (configuration not stated) | -0.5 | -1.1 | 3.9 | -15.2 | 3.4 | -13.3 | -1.9 | -6.7 | 0.6 | -0.1 | -5.5
Nc1ccccc1C(=O)OCCOc1ccccc1 | 9.3* | 0.2 | 2.8 | -267.4 | 4.3* | 0.3 | 1.1 | 11.3* | 0.7 | 0.3 | -81.4
COc1ccc(CN2Cc3cnnn3-c3ccccc3C2C)cc1 (configuration not stated) | -1.3 | 1.4 | 1.4 | 3.2 | -1.5 | -0.2 | 0.5 | -1.3 | 0.4 | -1.3 | -0.5
C=CCN1C(=O)/C(=C/c2ccc3c(c2)CCCN3CCC)C(=O)NC1=S | 0.8 | -1.5 | 0.3 | -22.6 | -1.3 | 4.2 | 1.4 | 5.2 | -2.4 | -0.3 | -6.9
O=C(c1cccc(Cl)c1)C1CCCN(Cc2cccc3cnccc23)C1 (configuration not stated) | -1.8 | -1.2 | -3.1 | -0.6 | -0.7 | -0.6 | 0.1 | -3.6 | -1.1 | -1.8 | -0.4
CC(=O)N1Cc2cnnn2-c2ccccc2C1C#N (configuration not stated) | -0.2 | -1.4 | 5.3 | 2.9 | 3.5 | 1.3 | -0.5 | 0.9 | 2.9 | 0.1 | 1.2
COC(=O)C1=C(c2cc3ccccc3s2)C[C@@H]2CC[C@H]1N2C(=O)N1CCC(O)CC1 | -2.1 | 0.7 | -1.1 | -7.1 | -0.5 | -0.2 | -0.3 | -0.5 | 0.1 | -1.5 | 0.9
CC(C)(C#CC(=O)O)OOC(c1ccccc1)(c1ccccc1)c1ccccc1 | -1.0 | -1.1 | -2.1 | 1.9 | -0.7 | -0.4 | -1.6 | 2.8 | 0.9 | -1.2 | -1.0
CCN1CCN(C(=O)Cc2c(C)n(C(=O)c3ccc(Cl)cc3)c3ccc(OC)cc23)CC1 | -1.6 | 1.4 | 0.3 | 1.9 | -0.3 | -4.4 | 0.8 | -5.7 | -0.4 | -1.7 | -1.9
COC(=O)CC1=C(C(=O)OC)C2(C(=O)N(C)c3ccccc32)C(C#N)=C(N)O1 (configuration not stated) | -0.8 | 1.7 | -0.9 | -5.8 | -0.7 | -1.3 | 0.4 | -1.6 | 0.9 | -1.4 | -3.9
CCCC(=O)NC(Oc1ccc(OC)cc1)C(Cl)(Cl)Cl (configuration not stated) | -0.3 | 0.2 | 1.5 | 2.5 | -0.2 | 1.1 | 1.9 | -0.5 | -0.1 | -1.4 | 0.0
Cn1c[n+](C)cc1C(O)c1ccccc1 (configuration not stated) | -1.9&-1.4 | 0.8&-0.3 | -0.6&1.6 | -8.8&3.5 | 0.3&0.1 | 6.8&0.1 | -0.9&0.9 | -2.8&-0.2 | 0.6&0.6 | -1.1&-1.4 | 7.5&-5.1

Compound activity as filed in PubChem BioAssay.
